Assay outcomes as filed in PubChem BioAssay.
DT40 TDP1 no CPT – qHTS for Inhibitors of human tyrosyl-DNA phosphodiesterase 1 (TDP1): qHTS in cells in absence of CPT | DT40 Tdp1-/- hTDP1 cells, no CPT, ATP luminescence, 48 h | 420,000 tested, 15% active | Potency, µM (top dose mostly 46.2 µM), inactives show at the highest dose activity change, negative = growth inhibition, usual class: inhibitors; further: nearly all actives have a fitted effect of over 55% in size
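Compound effects on proliferation are scored in DT40 Tdp1-/-;hTDP1 cells in the absence of CPT. ATP levels (CellTiter-Glo luminescence) are recorded after a ≥48 hr, 37 °C incubation.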
TDP1 block – inhibitors of human tyrosyl-DNA phosphodiesterase TDP1. Q9NUW8. recombinant TDP1, AlphaScreen DNA substrate cleavage. Potency, µM (doses to about 130 µM), for the others: at the top dose activity change, negative = inhibition, actives largely listed as inhibitors. 350,000 tested, 0.28% active. AID 485290; further: nearly all actives have a fitted effect of over 40% in size
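Compounds were preincubated with Tdp1 (1 nM final) for 15 min at room temperature before substrate (15 nM final) started a 5 min reaction; beads (10 ug/ml final) were then added for 10 min before AlphaScreen detection.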
GCN5L2 inh – blocks human GCN5L2 histone acetyltransferase | Q92830 | GCN5L2 HAT assay, ThioGlo1 CoA-SH fluorescence | Potency, µM (doses to about 58.9 µM), without a hit: at the top dose activity change, negative = inhibition, most hits filed as inhibitors | 390,000 tested, 0.21% active | AID 504327
Target sequence (Q92830 whole entry, looked up): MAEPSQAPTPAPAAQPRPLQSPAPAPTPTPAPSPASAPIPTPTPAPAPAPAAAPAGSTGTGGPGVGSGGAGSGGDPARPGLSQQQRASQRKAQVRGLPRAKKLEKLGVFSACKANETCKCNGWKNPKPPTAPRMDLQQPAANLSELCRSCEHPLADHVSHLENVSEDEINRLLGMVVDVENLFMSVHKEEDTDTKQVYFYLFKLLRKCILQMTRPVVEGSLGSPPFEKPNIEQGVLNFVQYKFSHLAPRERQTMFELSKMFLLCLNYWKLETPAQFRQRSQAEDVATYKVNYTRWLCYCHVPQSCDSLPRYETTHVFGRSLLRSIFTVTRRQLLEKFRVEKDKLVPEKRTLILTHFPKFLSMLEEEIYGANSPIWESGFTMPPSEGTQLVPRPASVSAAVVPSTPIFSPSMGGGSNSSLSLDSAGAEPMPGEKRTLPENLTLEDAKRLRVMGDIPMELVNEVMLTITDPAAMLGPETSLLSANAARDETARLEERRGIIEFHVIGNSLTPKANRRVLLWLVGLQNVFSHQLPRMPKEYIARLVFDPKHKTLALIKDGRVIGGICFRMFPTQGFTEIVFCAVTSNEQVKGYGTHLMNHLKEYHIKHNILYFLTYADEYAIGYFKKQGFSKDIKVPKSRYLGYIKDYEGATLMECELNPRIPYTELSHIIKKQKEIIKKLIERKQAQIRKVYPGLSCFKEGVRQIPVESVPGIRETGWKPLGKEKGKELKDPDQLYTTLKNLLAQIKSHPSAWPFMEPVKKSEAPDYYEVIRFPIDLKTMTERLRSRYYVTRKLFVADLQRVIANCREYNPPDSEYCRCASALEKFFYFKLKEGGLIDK
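Fluorescence readout, Ex340nm/Em540nm: ThioGlo1 (50uM final) reacts with free CoA thiol released as 20nM GCN5L2 acetylates H3(1-25) peptide (75uM) using acetyl-CoA (70uM). Compound and enzyme sat 15 min beforehand; 20 min room-temperature reaction.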
Numbers without * were called inactive; ? = inconclusive; nt = no result given; [ ] = another dose, or the depositor's remark. The call rests on the fitted dose curve; in most records, active means well fitted curve in the direction sought with a large enough effect; inconclusive means small, poorly fitted or top-dose-only effect, or another doubt; inactive means no such curve, though single readings can be large; an effect the other way counts as inactive or inconclusive. On the % scale 0 is the no-effect control and ±100 the full control effect; potency means the concentration at half of the fitted maximal effect.

molecule | DT40 TDP1 no CPT | TDP1 block | GCN5L2 inh
O=[N+]([O-])c1ccc(Cl)cc1Sc1ccccn1 | 3% | 0% | -7%
CC(C)(C)NC(=O)C(c1ccco1)N(Cc1ccc(F)cc1)C(=O)c1snc(C(N)=O)c1N (stereo unspecified) | -3% | 6% | 1%
CCCCn1c(N)c(N(CC)C(=O)CSc2nnnn2-c2cc(C)ccc2C)c(=O)[nH]c1=O | -14% | 5% | -3%
CCn1nc(NC(=O)C(C)(C)C)c2cc3cccc(C)c3nc21 | -9% | nt | -7%
O=C(O)CCCCCNC(=O)/C(=C\c1ccco1)NC(=O)c1ccco1 | -14% | nt | 5%
CCOC(=O)c1ccc(-c2n[nH]c(=O)c3ccccc23)cc1 | -6% | 2% | -9%
COc1ccc(C2CC(c3ccc(C)cc3)=NN2C(=O)c2ccccc2)cc1 (stereo unspecified) | 15µM* | nt | -17%
COc1cccc(C(=O)Nc2ccc(S(=O)(=O)NCc3ccco3)cc2)c1 | ? | 2% | 1%
Cc1ccc(NC(=S)NCCSc2ccc(Cl)cc2)cc1 | ? | 8% | -15%
COc1ccc(C(C)=O)cc1CSc1nnnn1-c1ccc(O)cc1 | ? | 8% | -2%
COc1ccc(C)cc1NC(=O)CSc1nc(=O)n(Cc2cccnc2)c2c1CCC2 | 18µM* | 8% | 0%
COc1ccc(C(=O)CSc2nc(C(C)(C)C)nc3ccccc23)cc1 | 21µM* | 0% | -4%
CCSC1=N/C(=C\c2ccccc2)C(=O)N1 | -11% | 4% | -4%
CC1(C)CC(=O)c2cc(C(=O)Nc3ccc(Br)cc3)c(=O)n(-c3ccc(Cl)cc3)c2C1 | 5% | nt | -8%
CCCCc1nc2cc(C(=O)NCc3cn(C)nc3C)ccc2o1 | ? | 1% | -30%
COc1ccc(OC)c(NC(=O)c2ccc(S(=O)(=O)N3CCOCC3)cc2)c1 | -21% | 3% | -5%
CC(NC(=O)c1ccccc1SCC(=O)N1CCCC1)c1ccc(F)cc1 (stereo unspecified) | 1% | 4% | -3%
CCCNS(=O)(=O)c1cc(Cl)ccc1OC | -1% | 6% | -12%
CCOC(=O)N1CCC(Nc2c(Nc3ccc(F)cc3)c(=O)c2=O)CC1 | -11% | 5% | -8%
CCc1ccccc1NC(=O)CNC(=O)CNC(=O)c1cccs1 | -30% | 1% | 0%
CCC(Oc1ccccc1)C(=O)NCc1cccnc1 (stereo unspecified) | -9% | 4% | 1%
COCCN(CC1CCCN(C2Cc3ccccc3C2)C1)C(=O)CCC(C)=O (stereo unspecified) | 13% | nt | 2%
CCOc1ccccc1C(=O)NCC(=O)NCCCc1ccccc1 | -11% | 0% | -3%
O=C(C[C@@H]1C/C=C\CCCC(=O)OC[C@@H]2CCCN2C1=O)N[C@@H](CO)Cc1ccccc1 | -7% | 0% | 1%
Fc1ccc(C2=NCCC(c3ccccc3)O2)cc1 (stereo unspecified) | nt | -1%[234 µM] | -19%[88.6 µM]
COc1ccc(CCNC(=O)C2CCCN(S(=O)(=O)c3ccc(F)cc3)C2)cc1OC (stereo unspecified) | ? | 0% | -2%
Cc1cc(C(=O)N/N=C2\CCCC(=O)C2)c(C)n1-c1ccccc1 | -5% | 3% | 1%
CCNC(=O)COC(=O)CCC(=O)c1cccs1 | 1% | 3% | 0%
Clc1c(Cl)c(Cl)c2n[nH]nc2c1Cl | ? | -1% | -13%
CCOc1ccccc1-n1c(SCC(N)=O)nnc1-c1ccc(O)cc1 | -6% | 4% | -2%

(further entries)
molecule | DT40 TDP1 no CPT | TDP1 block | GCN5L2 inh
CCOC(=O)C(C)On1c(-n2nc(C)cc2C)nc2ccccc2c1=O (stereo unspecified) | ? | nt | ?
Cc1ccc(-c2nnc(SCC(=O)N3CCCc4ccccc43)o2)cc1 | ? | 0% | 0%
O=C(N/N=C1\CC2CC=CC12)c1ccc(Br)cc1 (stereo unspecified) | 4% | -2% | 0%
COc1ccc(-c2nn(-c3ccc(F)cc3F)c3c2cnc2ccc(F)cc23)cc1 | -15% | 6% | 17%
COc1ccc2cc(CCC(C)=O)ccc2c1 | 9% | 3% | -4%
COc1cc(Cl)nn(-c2ccccc2)c1=O | -11% | 4% | -4%
O=C(NCc1n[nH]c(=O)c2ccccc12)C1CC(=O)N(c2ccc(Cl)cc2)C1 (stereo unspecified) | -8% | -1% | -1%
COc1ccc(C(=O)Nn2cnc3ccccc3c2=O)cc1[N+](=O)[O-] | 1% | nt | 20%
O=C(COc1ccc2c(-c3ccccc3)cc(=O)oc2c1)NCCCn1ccnc1 | ? | nt | -14%
O=C(Nc1ccc(Cl)cc1)N1CC=CCC1 | ? | ? | 3%
CC(C)c1csc2nc3n(c(=O)c12)CCCCC3 | -19% | 0% | 3%
CC1CCCN(CCCNC(=O)c2ccc3c(c2)N(Cc2ccc(F)cc2)C(=O)c2ccccc2S3=O)C1 (stereo unspecified) | ? | 4% | 2%
N#CCCn1c(=O)c(-c2cccs2)nc2cnc(N3CCNCC3)nc21 | 3.7µM* | nt | ?
CCc1cc(=O)oc2c3c(cc(OCC(=O)NCCCCCC(=O)O)c12)OC(C)(C)CC3 | 12% | nt | ?
COc1ccc(Cl)cc1C(=O)NNC(=O)COC(=O)CC(NC(C)=O)c1ccccc1 (stereo unspecified) | -18% | 1% | -1%
COc1ccc(/C=C/C(=O)Oc2ccc(/C=N/NC(=O)c3ccncc3)cc2)cc1 | -2% | -4% | -4%
CC(=O)N[C@@H](Cc1c[nH]c2ccccc12)C(=O)OCc1ccc(C#N)cc1 | 1% | 3%[0.0935 µM] | -1%
CCCNC(=O)c1cc(-c2ccc(OC)cc2)n(CCCOC)c1C | ? | 3% | 0%
COc1ccc(-n2c(SCC(C)=O)nc3sc(C)c(C)c3c2=O)cc1 | -23% | nt | -12%
Fc1ccc(C(Nc2ccccn2)c2c[nH]c3ccccc23)cc1 (stereo unspecified) | ? | 4% | -3%
CCN(CC)S(=O)(=O)c1cccc2nsnc12 | 6% | -3% | -25%
Cc1cc(O)c2/c(=N\N)c(-c3csc(C)n3)coc2c1 | -12% | 6% | -2%
CCN(c1cccc(C)c1)S(=O)(=O)c1cc2c(cc1C)n(C)c(=O)c(=O)n2C | -22% | 4% | 0%
Cc1cccc(C(=O)Nc2cc(C)ccc2NC(=O)COc2ccccc2)c1 | ? | 0% | 19%
COc1ccc(/C=N/NC(=O)c2cc(O)c(O)c(O)c2)cc1Cn1cc([N+](=O)[O-])cn1 | -15% | -5% | -29%
COc1ccc2cc(CN(CC3CCCO3)S(=O)(=O)c3ccc(C(C)=O)cc3)c(=O)[nH]c2c1 (stereo unspecified) | ? | -10% | -5%
CC(=O)Nc1ccc(S(=O)(=O)NCCC(=O)N2CCN(c3ccccc3Cl)CC2)cc1 | ? | 0% | 0%
Cc1nc(C)c(CCNC(=O)c2ccc(C(F)(F)F)cc2)s1 | -20% | 3% | -1%
O=C(NCc1cccnc1)c1sc2ccccc2c1Cl | -16% | 2% | 1%
COc1cccc(OC)c1C(=O)Nc1cccnc1 | 1% | 0% | -1%

Going on with the list.
Order of results – DT40 TDP1 no CPT	TDP1 block	GCN5L2 inh
Cc1ccc(N2C(=O)CSC23C(=O)N(CC(=O)NC2CCCCC2)c2ccccc23)cc1 (stereo unspecified)
 : -8%	4%	6%
CCn1nc(C(=O)OCc2cccc(S(=O)(=O)N(C)C)c2)c2ccccc2c1=O
 : ?	3%	-6%
Cc1ccccc1OCC(=O)NC(=S)Nc1ccc(S(=O)(=O)NC2CCCCC2)cc1
 : 13µM*	-4%	-1%
O=C(NCc1ccccn1)c1n[nH]c2ccccc12
 : -4%	7%	0%
COc1ccccc1C(=O)N/N=C(\C)CC(=O)Nc1ccccc1NC(C)=O
 : -6%	nt	-22%
CCOCCCN(C(=O)Cn1nnc(-c2ccc(C)o2)n1)C(C(=O)NCC1CCCO1)c1ccc(F)cc1 (stereo unspecified)
 : -7%	8%	-3%
COc1cc(C(=O)NC(C)CCc2ccccc2)cc(OC)c1OC (stereo unspecified)
 : -5%	nt	-8%
CCOc1ccc(CCNC(=O)COC(=O)c2cccnc2OCC)cc1OCC
 : -1%	-1%	-1%
COC(=O)c1c(-c2ccc(F)cc2)csc1NC(=O)C1CCCO1 (stereo unspecified)
 : ?	1%	-1%
COC(=O)c1sccc1NC(=S)Nc1cc(OC)ccc1OC
 : 4%	7%	-9%
O=C(CC1Nc2ccccc2NC1=O)NCCCN1CCCCCC1 (stereo unspecified)
 : -3%	6%	-2%
CCOc1ccc(/C=N/NC(=O)c2ccccc2NC(=O)c2ccc(OC)cc2)cc1
 : ?	3%	-5%
Cc1cccc(Nc2nc(N)nc(CN3CCC(C(N)=O)CC3)n2)c1C
 : -20%	5%	0%
O=S(=O)(Cc1ccccc1)N1CCCCC1
 : -7%	6%	0%
c1coc(CNc2ncnc3c2oc2ccccc23)c1
 : ?	5%	-3%

Continued; it opens with the 2 that closed the last part.
Order of results – DT40 TDP1 no CPT	TDP1 block	GCN5L2 inh
O=S(=O)(Cc1ccccc1)N1CCCCC1
 : -7%	6%	0%
c1coc(CNc2ncnc3c2oc2ccccc23)c1
 : ?	5%	-3%
CCc1ccc(/C=C/c2c([N+](=O)[O-])c(=O)n(C)c(=O)n2C)cc1
 : ?	nt	3%
O=C(COc1ccc(F)cc1)N1CCC(c2ccccc2)C1 (stereo unspecified)
 : -4%	5%	-6%
CCNC(=O)Cn1c(=O)c2c(ncn2Cc2ccccc2)n(Cc2ccccc2)c1=O
 : ?	1%	-12%
COc1cc(N2C(=O)NC3CC2(C)Oc2ccccc23)cc(OC)c1OC (stereo unspecified)
 : 8%	2%	34%[activator]
O=C(C1CCC(CNc2c(N3CCCCC3)c(=O)c2=O)CC1)N1CCc2ccccc2C1 (stereo unspecified)
 : 16µM*	3%	3%
O=C(N/N=C/c1ccc(OC(=O)c2cccc(Br)c2)cc1)c1cccnc1
 : -5%	nt	-9%
CCCc1cc(=O)oc2cc3occ(C)c3cc12
 : ?	7%	-10%
CCCCn1c(N)c(N(CCC(C)C)C(=O)COC(=O)c2cccnc2Cl)c(=O)[nH]c1=O
 : 20%	1%	-3%
O=C1Nc2ccccc2CCc2ccccc21
 : -3%	0%	-3%
Cc1csc(NC(=O)C2C3C=CC(O3)C2C(=O)O)n1 (stereo unspecified)
 : -2%	-1%	-3%
CCCn1c(C2CCCN2c2nc(C)cs2)nc2cc(Cl)c(Cl)cc21 (stereo unspecified)
 : ?	nt	-17%
Cn1/c(=N/N=C/c2ccc(Cl)c([N+](=O)[O-])c2)sc2ccccc21
 : ?	3%	-1%
CC(C)(C)c1ccc(C(=O)Nc2ccc(CC(=O)O)cc2)o1
 : -2%	4%	-10%
COc1ccc(S(=O)(=O)NC2CC(C)(C)NC(C)(C)C2)c2ccccc12
 : ?	1%	1%
CCc1ccc2[nH]c(=O)c(-c3ccccc3)c(O)c2c1
 : 3%	nt	-22%

Other structures follow.
Order of results – DT40 TDP1 no CPT	TDP1 block	GCN5L2 inh
O=C1C(Cc2ccccc2)Nc2ncnc(N3CCc4ccccc4C3)c2N1Cc1ccc(Cl)cc1 (stereo unspecified)
 : ?	0%	-14%
COc1ccc(C(=O)Nn2c(CC(C)C)nc3cc(OC)c(OC)cc3c2=O)c(OC)c1
 : ?	nt	-5%
CCOC(=O)c1c(C)[nH]c(CCC(=O)NCc2ccccc2Cl)c1C
 : 21µM*	5%	-2%
Cc1ccc(S(=O)(=O)NCC(=O)OCc2cc(=O)oc3cc(C)ccc23)cc1
 : 25%	0%[56.1 µM]	-8%
COc1ccc(NC(=O)c2noc3c2CSc2ccccc2-3)cc1Cl
 : 2%	11%	-2%

Record cards (already shown). Screens in order: DT40 TDP1 no CPT, TDP1 block, GCN5L2 inh
Profile of CCN(CC)S(=O)(=O)c1cccc2nsnc12 : 6%, -3%, -25%
Profile of COc1ccc(Cl)cc1C(=O)NNC(=O)COC(=O)CC(NC(C)=O)c1ccccc1 (stereo unspecified) : -18%, 1%, -1%
Profile of COc1ccc(C(=O)Nn2c(CC(C)C)nc3cc(OC)c(OC)cc3c2=O)c(OC)c1 : ?, nt, -5%
Profile of O=[N+]([O-])c1ccc(Cl)cc1Sc1ccccn1 : 3%, 0%, -7%
Profile of O=C(Nc1ccc(Cl)cc1)N1CC=CCC1 : ?, ?, 3%

This is a subset (hit frequency here may not be typical).
